NS5 inhibitors = flavivirus cap methylation enzyme inhibition – biochemical, confirmation dose response, primary screen (AID 588689) | 0.3% of 340,000 active | inhibition, % at 25 µM, or IC50 in µM where a hit was titrated | Dengue-2 NS5 methyltransferase capping enzyme assay, biochemical; higher % means a stronger effect; in the data active means a potency from the dose series; inconclusive means inhibition above about 29% without an active follow-up result
SIAH1 antagonists = Siah-1 peptide-binding antagonists, primary screen, biochemical, fluorescence polarization, rhodamine-plectin, uHTS (AID 1817); Siah-1 / rhodamine-plectin peptide fluorescence polarization; higher % means a stronger effect; displacement, % at 20 µM; hits with a dose series show IC50 in µM; 0.02% of 290,000 active;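 active means displacement of at least 50% at 20 µM, with a fluorescence ratio check between 0.3 and a set limit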;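 further: plate controls were Siah plus tracer with DMSO for no effect and tracer alone without Siah for full effect; strong numbers were not always called active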
LYP phosphatase = inhibitors of LYP phosphatase, biochemical, fluorescence intensity, uHTS (AID 1779). inhibition, % at 11.5 µM, or IC50 in µM where a hit was titrated. 0.054% of 290,000 active. recombinant LYP phosphatase, fluorescence intensity; higher % means a stronger effect; in the data active means inhibition above about 50%;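 further: plate controls were vehicle with enzyme for no effect and no enzyme for full effect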
Rac1 GTP hydrolysis = MgcRacGAP GTPase-activating activity inhibitors, confirmation, biochemical, ADP Hunter fluorescence | one-dose inhibition, % at 30 µM; IC50 in µM for titrated hits | 0.6% of 340,000 active | AID 624330 | MgcRacGAP-stimulated Rac1 GTP hydrolysis, ADP Hunter fluorescence; higher % means a stronger effect; GST-tagged Rac1 F28L mutant substrate;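 active means first-screen hits whose inhibition reached a set limit at any dose in the follow-up dose series; inconclusive means inhibition above the set first-screen limit but never retested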;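 further: fluorescence reports GDP produced by GAP-driven GTP hydrolysis; strong numbers were not always called active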
XIAP antagonists = small molecules displacing peptide from XIAP – biochemical, IAP family, fluorescence polarization (AID 1018); displacement, % at 20 µM; hits with a dose series show IC50 in µM; XIAP BIR domain, fluorescence polarization peptide displacement; higher % means a stronger effect; 0.007% of 200,000 active; in the data active means displacement above about 50%; further: a part of the inactive calls stands beside numbers as strong as those of hits
HIV fusion peptide = cell-free HIV fusion peptide-binding blockers – biochemical, uHTS, fluorescence dequenching, primary screen (AID 1986) | cell-free peptide binding, fluorescence dequenching, 30 min; higher % means a stronger effect | 0.3% of 290,000 active | inhibition, % at 20 µM, or IC50 in µM where a hit was titrated; in the data active means inhibition mostly above about 52%, no sharp cut-off; inactive means mostly below about 76%; further: some results filed as inactive read as strong as hits
AID2073 = disruptors of CaV2.2 binding to Mint1 – biochemical, HTRF (AID 2073); HTRF protein-protein interaction, Mint1-CaV2.2; higher % means a stronger effect; inhibition, % at 20 µM, or IC50 in µM where a hit was titrated; 0.19% of 290,000 active; in the data active means inhibition mostly above about 51%, no sharp cut-off; inconclusive means no clear call, values can overlap the other calls; inactive means mostly below about 53%; further: some results filed as inactive read as strong as hits
SV40 large T antigen = SV40 large T antigen inhibitors, biochemical (AID 1903); one-dose inhibition, % at 20 µM; IC50 in µM for titrated hits; 0.39% of 310,000 active; SV40 large T antigen ATPase/helicase inhibition assay; higher % means a stronger effect; in the data active means a potency from the dose series; inconclusive means inhibition mostly from about 32% at the one dose, without a potency; inactive means the rest, 99 in 100 with inhibition below about 32%; further: strong numbers were not always called active
RSV CPE inhibition = RSV antiviral activity via CPE protection, HEp-2 cells, primary 10 µM value included (AID 2391). one-dose CPE inhibition, % at 10 µM; IC50 in µM for titrated hits. HEp-2 cells, RSV-induced CPE inhibition; higher % means a stronger effect. 0.13% of 310,000 active; in the data active means a potency from the dose series; inconclusive means CPE inhibition mostly from about 23% at the one dose, without a potency; inactive means the rest, 99 in 100 with CPE inhibition below about 21%; further: strong numbers were not always called active
NS5 inhibitors pilot replicate = further read-out of NS5 inhibitors, marked with its call; inhibition, %; measured here: pilot screen replicate inhibition
An asterisk follows results filed as active; ? = inconclusive; / = no result given.

SMILES | NS5 inhibitors | SIAH1 antagonists | LYP phosphatase | Rac1 GTP hydrolysis | XIAP antagonists | HIV fusion peptide | AID2073 | SV40 large T antigen | RSV CPE inhibition | others
O=C(NNC1=C(C(=O)C(F)(F)F)CCC1)c1ccncc1 | 4% | 1% | -10% | 4% | -5.5% | -2.9% | -4% | 3% | 3.2%
COc1ccc(CN2CCc3ccccc3C2)c(OC)c1OC | -3% | 3% | 0% | 18% | -5.3% | -0.1% | -3% | 28% | -2.4%
C/C(CC(=O)Nc1cc(C)ccn1)=N\NC(=O)c1cccc(C)c1 | -14% | -5% | -6% | -4% | -1.7% | -2.3% | -17% | 0% | 3.8%
Cn1nnc2c(sc3nc(N4CCOCC4)c4c(c32)CCCC4)c1=O | -12% | 4% | -3% | 9% | -5.4% | -2.2% | 7% | 18% | 0.4%
Cc1cccc(CC(=O)Nc2cc(=O)n(C)c(=O)n2C)c1 | -4% | 2% | -2% | 1% | -2.9% | -0.6% | -4% | 0% | 1.5%
COCCn1c(=NC(=O)c2ccc(S(=O)(=O)N3CCCc4ccccc43)cc2)sc2cc(S(C)(=O)=O)ccc21 | -1% | 1% | 4% | 7% | -4.9% | -0.1% | -2% | 19% | 3.5%
Nc1nc2ccccc2nc1N1CCCC1 | 2% | 6% | -2% | 9% | -4.8% | -3.4% | 0% | 3% | 1.2%
CSc1cccc(NC(N)=O)c1 | / | 5% | -1% | / | / | -1.7% | 7% | 8% | 0.6%
CN(C)CCNC(=O)/C(=C/c1ccc(-c2ccc(Cl)cc2Cl)o1)NC(=O)c1ccccc1 | -6% | -10% | 4% | 6% | -4.4% | 0.2% | 16% | 8% | -1.9%
CCN(CC)C(=O)CSc1nc2[nH]ncc2c(=O)[nH]1 | 0% | 0% | -3% | -6% | -6.8% | -1.3% | 2% | 9% | 2.4%
CCCCC(=O)Nc1ccc(NCc2ccc(C)s2)cc1 | 1% | -5% | -9% | 18% | / | -1.4% | -3% | 16% | 2.0%
NS(=O)(=O)c1ccc(C(=O)Nc2ccc(-c3nc4cccnc4s3)cc2)cc1 | -8% | -6% | 3% | 0% | / | 3.8% | ? | 5% | 1.4%
CCCCCCCCCc1nc2sc3c(c2c(=O)n1NC(=O)c1ccccc1[N+](=O)[O-])CC(C)(C)OC3 | 2% | -5% | 1% | 8% | -4.4% | 9.3% | 5% | 20% | 13%
Cc1sc2ncn(-c3ccccc3)c(=O)c2c1C | -4% | 2% | -8% | 2% | 4.2% | 0.1% | -1% | 7% | -0.3%
Cc1cccc(-c2nnc3sc(-c4ccccc4C)nn23)c1 | -2% | 0% | -2% | 1% | -1.8% | -3.0% | 0% | 2% | 14%
COP(=O)(OC)c1nc(-c2ccc(C)cc2)oc1N1CCCCC1 | -9% | -6% | -19% | -2% | / | 11% | 13% | 4% | 1.1%
Nc1ccccc1SCC(=O)Nc1cccc2ccccc12 | 9% | -9% | -6% | 19% | / | -1.4% | 8% | 22% | 0.2%
COc1cccc(/C=N/NC(=O)CNC(=O)c2ccncc2)c1O | 5% | 1% | -8% | 0% | / | 2.4% | 13% | 8% | 0.7%
COc1ccc(NC(=O)COCC(=O)Nc2ccc(C)cc2)cc1 | / | 5% | -9% | -2% | / | -0.4% | 7% | 23% | 1.0%
O=C(O)CSCC(=O)N1CCCN(c2ccc(C(F)(F)F)cn2)CC1 | -4% | 2% | -5% | 6% | / | -1.1% | 16% | 8% | 1.4%
COC(=O)c1cc(C#N)c(Oc2cccc(C)c2C)nc1C | -3% | -2% | -4% | 5% | -1.0% | -1.2% | -1% | -6% | 1.4%
CC(=O)OCP(C)(=O)COC(C)=O | -1% | 1% | -7% | 10% | -7.1% | 1.0% | -5% | -2% | 2.4%
COc1ccc(C2=NOC3(CC(=O)N(c4ccc(F)cc4)C3=O)C2)c(OC)c1 (stereo not drawn) | -1% | -2% | -5% | 5% | -6.7% | -1.1% | 4% | 15% | 0.7%
CCc1ccc(N(C(=O)Cn2nnc(-c3ccccc3)n2)C(C(=O)NC2CCCCC2)c2ccccn2)cc1 (stereo not drawn) | 1% | -8% | -2% | 4% | -0.2% | -2.6% | -10% | 8% | 2.0%
Nc1ccc(Cc2nc3c(ccc4ccccc43)[nH]2)cc1 | -3% | -4% | -5% | 15% | -5.4% | -3.1% | 2% | 16% | 12%
Cc1onc(-c2ccccc2)c1C(=O)NCC(O)c1ccccc1 (stereo not drawn) | -8% | 12% | -4% | 10% | / | 0.7% | -2% | 4% | -0.2%
O=C(Cc1c2ccccc2nc2ccccc12)c1ccccc1 | 0% | 6% | -12% | 8% | -2.8% | 4.0% | 6% | 0% | 0.5%
COc1cc(/C=C/C(=O)c2c(O)cc(C)oc2=O)cc(OC)c1O | -28% | 0% | -2% | 4% | -5.9% | 2.2% | 10% | 36% | ?
N#CC(=C1CCCC1)c1nc(-c2ccc(Cl)cc2)cs1 | -12% | 4% | 3% | 17% | -7.1% | 14% | 0% | 3% | 4.2%
Cc1cc(NC(=O)CSC2=NS(=O)(=O)c3ccccc3N2)no1 | -4% | / | / | 5% | / | / | / | 1% | -1.0%
Nc1c(C(=O)O)cnc2nc(N3CCOCC3)nn12 | 1% | 0% | -6% | 11% | -3.7% | -2.1% | 8% | 10% | 4.4%
O=C1NC(=O)/C(=C/c2ccccc2Oc2ccc(Cl)cc2)S1 | -4% | 3% | -3% | 11% | -3.0% | 5.8% | 2% | 6% | -2.0%
O=C(CSc1ccccc1C(=O)O)NC12CC3CC(CC(C3)C1)C2 | -2% | 18% | -8% | 0% | / | 1.3% | 4% | 7% | -0.3%
CC(C)N(C(=O)CSc1nnnn1-c1ccc2c(c1)OCO2)C(C)C | / | 2% | -4% | / | -10% | -2.9% | -5% | 5% | 0.2%
Cc1ccc(Nc2nc(-c3cccnc3)cs2)cc1Cl | -1% | 8% | -2% | 14% | / | -0.4% | -1% | 5% | 22%
N#Cc1nc(-c2ccco2)oc1N1CCN(C(c2ccccc2)c2ccccc2)CC1 | -3% | 2% | -4% | -1% | -6.0% | 2.0% | 22% | -3% | -0.1%
CC(CCc1ccccc1)NC(=O)CCNC(=O)Cn1ccc2ccccc2c1=O (stereo not drawn) | -2% | 4% | 4% | -4% | -7.1% | -0.5% | 0% | 10% | -2.1%
CC(C)CN(C(=O)COC(=O)C1=COCCO1)c1c(N)n(Cc2ccccc2)c(=O)[nH]c1=O | -10% | / | / | -76% | / | / | / | 3% | 0.2%
CCN(CC)CCNC(=O)CCCCCn1c(=O)[nH]c2cc(C(=O)OC)ccc2c1=O | 1% | -4% | -4% | 8% | 0.3% | -0.5% | -4% | 5% | -2.1%
COc1ccc(-c2noc(-c3ccccc3F)n2)cc1 | -1% | -3% | 0% | 0% | -5.1% | -2.0% | 32% | -4% | 1.5%
COc1ccc(Cl)cc1NC(=O)CN1C(=O)NC2(CCCC2)C1=O | -4% | 0% | -2% | 8% | / | -2.5% | 8% | 8% | 2.2%
COc1ccc(S(=O)(=O)CCC(=O)Nc2ccc(OC)cc2OC)cc1 | -2% | -8% | -9% | 8% | -3.6% | -1.7% | -4% | 22% | -0.1%
CC(C)C(=O)OCC(=O)NCc1ccccc1Cl | 2% | 3% | -5% | 1% | -7.8% | -1.1% | 0% | 12% | 1.4%
CC(=O)Nc1cccc(NC(=O)C2CCCN2C(=O)Nc2ccccc2C)c1 (stereo not drawn) | -3% | 3% | -7% | 11% | -4.4% | 2.2% | -7% | -2% | 0.3%
CCS(=O)(=O)N1Cc2ccccc2CC1C(=O)Nc1ccc(OC)c(OC)c1 (stereo not drawn) | 7% | -2% | -4% | -4% | / | -1.6% | 4% | 3% | 2.5%
O=C(Nc1ccccc1)Nc1cnccn1 | -4% | 1% | -12% | 8% | / | 0.1% | 17% | 23% | 2.1%
O=C(NCc1ccncc1)c1ccc(NS(=O)(=O)c2ccccc2)cc1 | -5% | -3% | -15% | 0% | / | 1.5% | -5% | 25% | 0.3%
O=C(NC1CCCCC1)C1CCCN1S(=O)(=O)c1ccc(F)cc1 (stereo not drawn) | 1% | 9% | -10% | 2% | / | 1.7% | 9% | 15% | 0.9%

As a working copy, part of the list above:
SMILES | NS5 inhibitors | SIAH1 antagonists | LYP phosphatase | Rac1 GTP hydrolysis | XIAP antagonists | HIV fusion peptide | AID2073 | SV40 large T antigen | RSV CPE inhibition | others
O=C(Nc1ccccc1)Nc1cnccn1 | -4% | 1% | -12% | 8% | / | 0.1% | 17% | 23% | 2.1%
O=C(NCc1ccncc1)c1ccc(NS(=O)(=O)c2ccccc2)cc1 | -5% | -3% | -15% | 0% | / | 1.5% | -5% | 25% | 0.3%
O=C(NC1CCCCC1)C1CCCN1S(=O)(=O)c1ccc(F)cc1 (stereo not drawn) | 1% | 9% | -10% | 2% | / | 1.7% | 9% | 15% | 0.9%

The listing continues.
SMILES | NS5 inhibitors | SIAH1 antagonists | LYP phosphatase | Rac1 GTP hydrolysis | XIAP antagonists | HIV fusion peptide | AID2073 | SV40 large T antigen | RSV CPE inhibition | others
Cc1ccc(C2N3CC4([N+](=O)[O-])CN2CC([N+](=O)[O-])(C3)C4(C)C)cc1 (stereo not drawn) | -5% | 2% | 0% | 7% | -4.9% | -0.8% | 0% | -1% | 0.6%
O=C(O)/C=C/C(=O)NCCNc1ncc(C(F)(F)F)cc1Cl | 0% | -2% | -4% | 8% | -7.4% | 1.1% | -14% | 13% | 0.0%
CCn1cc(C(=O)N2CCN(c3ccccn3)CC2)c(=O)c2cc(S(=O)(=O)N(C)C3CCCCC3)ccc21 | -12% | 7% | 2% | 0% | -5.6% | 0.9% | 31% | 1% | -1.3%
Cc1ccc(C(=O)O/N=C(\N)c2ccccn2)c(Cl)c1 | -3% | -1% | -13% | 1% | / | 0.5% | -5% | 8% | 12% | NS5 inhibitors pilot replicate=-2.4
CC(=O)Nc1cccc(NS(=O)(=O)c2ccccc2[N+](=O)[O-])c1 | -1% | 1% | -7% | 2% | -5.2% | -0.4% | 2% | -3% | -0.6%
CCOC(=O)c1ccc(N2C=C(C(=O)OC)C(c3ccc(OC)c(O)c3)C(C(=O)OC)=C2)cc1 | -8% | -2% | 1% | 6% | / | -1.9% | 3% | 4% | 1.7%
CCOc1ccc(S(=O)(=O)NCCC(=O)NCc2ccco2)cc1 | -8% | 4% | 0% | 9% | -11% | 1.2% | -8% | 2% | 3.5%
CCC1CCCCN1CCCNC(=O)c1ccc2c(=O)n(Cc3ccc(OC)cc3)c(=O)[nH]c2c1 (stereo not drawn) | -10% | 6% | -5% | 8% | -0.1% | 3.3% | -7% | 2% | -0.6%
N#Cc1ccsc1NC(=O)c1cccc(-n2cnnn2)c1 | -11% | -1% | -6% | 9% | / | 10% | 2% | -3% | 0.1%
COC(=O)c1c(NC(=O)C2COc3ccccc3O2)sc2c1CCN(C(C)=O)C2 (stereo not drawn) | 1% | -2% | -6% | 5% | -10% | -1.3% | 0% | 7% | 2.8%
O=C(COC(=O)CCOc1ccccc1)NCCC1=CCCCC1 | -11% | 2% | 5% | 8% | -11% | -2.7% | -5% | 16% | 0.0%
